Source: PubChem (several laboratories)
H69AR growth 86K – blocks growth of human H69AR lung tumor cells; H69AR lung tumor viability, ATP luminescence, 72 h; stronger effect = lower value; viability, % at 10 µM; 6% of 85,000 active; AID 598;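 active means viability at or below 40%; inactive means viability above 40%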;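 further: multidrug resistant small cell line overexpressing MRP-1 efflux transporter; 100% = mean luminescence of untreated control wells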
S1P2 blocker – blocks the human S1P2 receptor | 0.21% of 97,000 active | inhibition, % at 5 µM | O95136 | cell-based S1P2 antagonist assay, inhibition at 5 uM; in the data active means inhibition above about 45%;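 further: CRE beta-lactamase reporter cells expressing human S1P2 stimulated with S1P; 0% = agonist at EC80 alone and 100% = agonist plus reference antagonist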
S1P2 ag – activates the human S1P2 receptor; O95136; S1P2-expressing cell line, agonist reporter read-out; activation, % at 4.5 µM; 0.46% of 97,000 active; AID 729; in the data active means activation above about 16%;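 further: 0% = vehicle low control and 100% = maximal reference agonist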
LYP act – LYP (human) phosphatase activation; Q9Y2R2; recombinant LYP, DiFMUP fluorescence; 0 = plate median, 100 = signal doubled; activation, % at 2 µM; 0.11% of 96,000 active;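 active means activation at 2 µM above a set limit, the mean plus 5 SD, cut at about 37% in these data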
Target sequence (Q9Y2R2 whole entry, looked up): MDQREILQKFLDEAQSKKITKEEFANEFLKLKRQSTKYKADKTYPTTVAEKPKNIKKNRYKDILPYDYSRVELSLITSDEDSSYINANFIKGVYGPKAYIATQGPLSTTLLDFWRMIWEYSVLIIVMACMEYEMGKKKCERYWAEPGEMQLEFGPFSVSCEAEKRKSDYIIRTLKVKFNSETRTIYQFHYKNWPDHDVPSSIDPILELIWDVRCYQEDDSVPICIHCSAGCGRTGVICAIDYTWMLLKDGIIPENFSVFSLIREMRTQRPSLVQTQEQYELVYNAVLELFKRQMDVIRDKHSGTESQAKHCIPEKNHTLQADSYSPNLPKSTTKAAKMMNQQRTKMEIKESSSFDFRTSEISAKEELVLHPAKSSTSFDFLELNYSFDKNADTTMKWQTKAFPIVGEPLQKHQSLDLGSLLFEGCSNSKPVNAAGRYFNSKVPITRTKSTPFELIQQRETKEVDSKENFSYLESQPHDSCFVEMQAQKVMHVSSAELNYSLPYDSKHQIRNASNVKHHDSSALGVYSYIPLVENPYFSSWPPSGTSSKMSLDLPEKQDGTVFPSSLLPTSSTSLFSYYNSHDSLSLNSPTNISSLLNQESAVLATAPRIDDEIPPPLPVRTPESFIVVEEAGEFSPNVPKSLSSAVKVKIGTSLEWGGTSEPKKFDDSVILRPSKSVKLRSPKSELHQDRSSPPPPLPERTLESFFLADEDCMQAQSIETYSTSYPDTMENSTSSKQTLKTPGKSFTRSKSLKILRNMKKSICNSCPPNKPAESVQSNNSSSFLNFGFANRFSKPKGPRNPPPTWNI
PostGolgi ctrl – growth of the yeast control strain, post-Golgi counter-screen | inhibition, % at 10 µM | efflux-deficient yeast background strain, growth absorbance A615, 16 h | AID 738 | 5% of 98,000 active; in the data active means inhibition above about 30%
Lung fibro prol – blocks proliferation of human lung fibroblasts; LL 47 human lung fibroblast viability, ATP luminescence; stronger effect = lower value; viability, % at 10 µM; 1.1% of 85,000 active; AID 719;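 active means viability at or below 50% in the single dose screen; inactive means viability above 50%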;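 further: compound exposure lasted 72 h before the ATP readout; 100% = median luminescence of untreated cell-only wells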
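test system = LL 47 human lung fibroblasts | amount = 1,150 fibroblasts seeded per well | medium = 15% FBS in IMEM | times = overnight cell rest, 72 h compound treatment at 37 °C | measured by = CellTiter-Glo luminescence measuring cellular ATP | read-out = viability percentage against median untreated-cell control | benchmarks = cell-only wells, no compound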
sEH inh – inhibitors of human soluble epoxide hydrolase. P34913. recombinant human sEH enzymatic activity assay. inhibition, % at 2 µM. 0.34% of 91,000 active. AID 707; in the data active means inhibition above about 80%; further: values of inactives mirror those of a sister screen read the other way; many of its hits are not listed in these tables
HUVEC inhibit – human endothelial cell proliferation inhibition; HUVEC proliferation, CellTiter-Glo luminescence, 72 h; stronger effect = lower value; viability, % at 10 µM (by protocol); 1.1% of 86,000 active; AID 648;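 active means viability at or below 30%; inactive means viability above 30%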;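 further: 100% = median luminescence of DMSO-only cell control wells on each plate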
sEH act – activators of human soluble epoxide hydrolase | P34913 | purified human sEH enzymatic activity, activator screen | activation, % at 2 µM | 0.04% of 91,000 active; in the data active means activation above about 37%; further: values of inactives mirror those of a sister screen read the other way
* marks the source's active call; other numbers are inactive results; . = no result given. Some of the compounds tested; count on the stated rates, not on these rows.

SMILES	H69AR growth 86K	S1P2 blocker	S1P2 ag	LYP act	PostGolgi ctrl	Lung fibro prol	sEH inh	HUVEC inhibit	sEH act
Cc1cnnn1-c1ccc(C(=O)CCl)cc1	0.0*	9	-3	-3	6	54	-1	65	2
CC1CN(C(=O)CCc2ccccc2)C(C)CN1C(=O)CCc1ccccc1 (configuration not stated)	81	8	-9	9	5	101	-8	104	12
COc1cccc(C(=O)NCc2n[nH]c(=S)n2-c2cccc(C)c2)c1	100	-4	0	-11	8	105	16	95	-14
CCOC(=O)C1CN(S(=O)(=O)c2ccc(OC)cc2)c2cc(CC(=O)OC)ccc2O1 (configuration not stated)	.	-1	-3	-11	28	.	5	.	-6
COc1ccc2c(CC(=O)N3CCc4ccccc43)coc2c1	98	9	-6	3	-7	112	-4	105	7
O=C1CC(c2ccc(Cl)cc2)n2nc(N3C(=O)c4ccccc4C3=O)nc2N1 (configuration not stated)	98	-2	-10	-13	10	88	6	88	-6
O=C(c1ccccc1S(=O)(=O)NCc1ccccc1)N1CCCC1	99	.	.	3	-4	101	10	94	-6
O=C(Cc1c(O)c2ccccc2[nH]c1=O)NCc1ccc(F)cc1	98	-20	-1	11	1	99	-23	99	25
COc1cccc(N2C(=O)C3CC=C(Cl)CC3C2=O)c1 (configuration not stated)	93	-4	0	2	6	92	-14	87	16
Cc1ccccc1-c1cc(-c2ccccc2O)n[nH]1	33*	1	1	17	52*	77	-7	42	10
Cc1c(F)cccc1NC(=O)CCC(=O)O	105	22	-1	0	-6	101	-14	106	12
CCN1C(=O)C(O)(CC(=O)c2ccccn2)c2ccccc21 (configuration not stated)	61	-23	-2	-6	-3	89	-26	89	23
CCCCn1c(CN2C(=O)c3ccccc3C2=O)nc2ccccc2c1=O	100	-25	-5	-11	1	103	-8	98	7
Cc1ccc(C)c(N(C(=O)Cc2cccs2)C(C(=O)NC2CCCC2)c2ccc(C)o2)c1 (configuration not stated)	.	-5	-4	-6	3	.	-1	.	4
c1ccc2sc(N3CCOCC3)nc2c1	94	8	-4	6	20	110	.	102	.
O=C(NNC(=O)c1cc(-c2ccc(Cl)cc2Cl)nc2ccccc12)Nc1ccccc1	.	23	-6	0	21	.	-4	.	6
COCCNC(=S)N1C2CCC1CC(NC(=O)NC13CC4CC(CC(C4)C1)C3)C2 (configuration not stated)	.	0	-8	-3	10	.	79	.	-79
Nn1c(-c2ccco2)n[nH]c1=S	94	-12	0	6	-10	.	-8	98	10
O=C(NCC1CCCO1)C1C2C=CC3(CN(Cc4cccs4)C(=O)C13)O2 (configuration not stated)	88	-15	-1	-13	1	94	-10	96	6
Cc1cc(=S)[nH]c2c(C)cccc12	93	3	-5	0	-1	99	3	107	-4
COc1ccccc1-c1cc(C(=O)Nc2sc3c(c2C#N)CCC(C)C3)c2ccccc2n1 (configuration not stated)	.	-10	0	5	15	.	0	.	4
CCN1CCN(CCCNC(=O)c2cc3sccc3n2CC)CC1	97	13	-3	3	1	97	-2	96	1
COC(=O)c1c(NC(=O)Cc2cccs2)sc2c1CCCC2	88	-14	-6	-1	14	91	1	85	0
CCOC(=O)c1c(C)[nH]c(=S)c(C#N)c1-c1ccc(OC)cc1	.	13	-6	1	-6	.	-6	.	10
CC(=O)c1ccc(OCC(O)CN2C(C)CCCC2C)cc1 (configuration not stated)	98	27	-2	-7	2	102	-9	94	7
FC(F)(F)c1cc(-c2ccco2)nc(N2CCOCC2)n1	93	-45	1	21	17	122	8	99	-3
Cc1cccc(NC(=O)C2CCCN(S(=O)(=O)c3cccc4cccnc34)C2)c1 (configuration not stated)	66	18	-5	-2	19	90	.	80	.
COc1c(S(=O)(=O)n2nc(C)cc2C)ccc(Cl)c1Cl	82	5	-3	4	31*	95	-8	112	8
O=C1CCN(Cc2nnnn2CC2CCCO2)c2ccccc2N1 (configuration not stated)	94	9	-3	8	11	102	-6	87	5
CCN(CC)C(=O)N1CCN(S(=O)(=O)c2ccc(C)c(C)c2)CC1	91	9	4	1	5	98	9	102	-6
COc1ccc(/C=N/NC(=O)c2nn(-c3ccc(Cl)cc3)c(=O)c3c(N)scc23)cc1	.	20	-15	0	1	.	20	.	-17
CC(=O)c1c(C)[nH]c(C(=O)N2CCN(C(=O)c3ccco3)CC2)c1C	91	-3	-7	17	11	95	3	96	-5
CCc1cccc(CC)c1N(COC)C(=O)Cn1c(CO)nc2ccccc21	74	20	-7	-3	3	90	-4	97	4
CCOC(=O)c1c(NC(=O)c2ccc(C)cc2)sc2c1CC(C)(C)OC2	67	-44	-4	6	4	97	0	112	-1
COCCN1C(=O)C(=O)/C(=C(/O)c2cccc(S(=O)(=O)N(C)C)c2)C12C(=O)N(C)c1ccccc12 (configuration not stated)	.	7	-5	2	0	.	-20	.	23
N#Cc1cc([N+](=O)[O-])ccc1Oc1cccc(/C=N/NC(=O)c2cccc(Cl)c2)c1	.	3	-3	-5	-2	.	36	.	-35
CCOc1cc(C2NN=C(c3ccccc3)S2)ccc1OCc1ccccc1Cl (configuration not stated)	.	10	-3	11	6	.	3	.	-2
CCCOc1cc(C)c(S(=O)(=O)N2CCN(C)CC2)cc1C	94	-11	-2	19	6	112	8	93	-10
Cc1sc2ncnc(SCC(=O)N3CCC(c4noc5ccc(F)cc45)CC3)c2c1C	96	8	-4	0	91*	97	-5	84	5
O=C(CC1Nc2ccccc2NC1=O)c1ccccc1 (configuration not stated)	81	14	-7	-1	2	88	6	83	-6

Full records from above. Values in the order: H69AR growth 86K	S1P2 blocker	S1P2 ag	LYP act	PostGolgi ctrl	Lung fibro prol	sEH inh	HUVEC inhibit	sEH act
Profile of `CCOC(=O)c1c(C)[nH]c(=S)c(C#N)c1-c1ccc(OC)cc1` = .	13	-6	1	-6	.	-6	.	10
Profile of `CCOC(=O)C1CN(S(=O)(=O)c2ccc(OC)cc2)c2cc(CC(=O)OC)ccc2O1` (configuration not stated) = .	-1	-3	-11	28	.	5	.	-6
Profile of `CCOC(=O)c1c(NC(=O)c2ccc(C)cc2)sc2c1CC(C)(C)OC2` = 67	-44	-4	6	4	97	0	112	-1
Profile of `COC(=O)c1c(NC(=O)Cc2cccs2)sc2c1CCCC2` = 88	-14	-6	-1	14	91	1	85	0

Further structures follow.
SMILES	H69AR growth 86K	S1P2 blocker	S1P2 ag	LYP act	PostGolgi ctrl	Lung fibro prol	sEH inh	HUVEC inhibit	sEH act
CC(C)CCNc1ncnc2c1nnn2Cc1ccccc1Cl	83	.	.	.	12	87	.	92	.
CCOC(=O)c1cc(OC(=O)c2cccc([N+](=O)[O-])c2)n(-c2ccccc2)n1	89	17	-1	-1	0	96	-9	98	7
Cc1cc2n(n1)SC(Nc1cccc3ccccc13)N2 (configuration not stated)	85	19	-4	-8	.	100	1	96	0
CC(=O)Nc1ccc(NC(=O)CSC2=NCCS2)cc1	93	18	-9	2	1	102	9	93	-10
CCOC(=O)/C=c1\sc2n(c1=O)CCN=2	97	0	-3	-1	-3	103	2	97	-1
CCOC(=O)N1CCN(C(=O)Nc2ccc3nccnc3c2)CC1	84	-13	-4	-14	.	107	-6	93	11
COc1ccc(-c2nnc(NC(=O)C3CCCO3)s2)cc1 (configuration not stated)	86	28	0	-5	20	102	-8	95	10
COc1cccc(C2C=C(c3ccc(OC)cc3OC)Nc3nnnn32)c1 (configuration not stated)	15*	-1	-7	-2	18	62	10	64	-8
O=C1CCCC/C1=C\Nc1ccc(Cl)cn1	.	6	-1	-3	1	.	10	.	-10
Cc1ccc(S(=O)(=O)/C=C2\NC(=O)CS2)cc1	.	-14	-3	-8	5	.	4	.	-5
COc1ccccc1/C=N/n1c(N)c(C(=O)NC2CCCCC2)c2nc3ccccc3nc21	.	-12	-1	-16	6	.	6	.	-2
O=C(Cn1cnc2c(nnn2Cc2ccc(F)cc2)c1=O)NCc1ccc2c(c1)OCO2	96	-5	0	7	.	93	1	96	2
CCCOC(=S)Nc1ccccc1	99	-4	-5	2	-7	105	17	101	-15
Clc1ccc(N2CCN(c3cnc4ccccc4n3)CC2)cc1	97	-32	-1	-9	20	99	-8	90	9
CCCn1c(SCC(=O)OCc2ccccc2)nc2c1c(=O)n(C)c(=O)n2C	87	19	-4	2	2	94	-11	105	10
O=C(Cn1nnc2c(cnn2-c2ccc(F)cc2)c1=O)c1ccccc1F	81	8	-6	2	14	104	-5	91	3
CC(C)Oc1ccc(C(=O)Nc2ccc(NC(=O)c3ccco3)c(Cl)c2)cc1	88	12	-8	4	4	102	8	105	-6
CC1CCN(CCNC(=O)CN(C)S(=O)(=O)c2cccc3nsnc23)CC1	101	-6	-6	5	3	103	-8	92	8
O=S(=O)(NC1c2cccc3cccc(c23)C1N1CCNCC1)c1ccccc1 (configuration not stated)	55	6	-8	3	1	103	16	88	-18
CCOC(=O)Oc1ccc2c(c1)C(C)=CC(C)(C)N2C(=O)OCC	92	-13	-2	-9	5	95	-7	113	9
Cc1ccc(N(C(=O)c2ccc(Br)o2)C2C=CS(=O)(=O)C2)cc1 (configuration not stated)	96	9	-6	-1	9	101	-1	108	2
COc1ccc(NC(=O)C2CC(=O)N(C)C(=Nc3ccc4c(c3)OCO4)S2)cc1 (configuration not stated)	30*	-5	-3	11	12	88	19	72	-18
COc1ccccc1NC(=O)CSc1nc2sc(C)c(C)c2c(=O)n1Cc1ccco1	59	4	-5	5	17	92	4	92	-2
CCc1[nH]nc2c1C(c1cccc(OC(=O)N3CCOCC3)c1)C(C#N)=C(N)O2 (configuration not stated)	106	2	-1	-11	-1	102	-21	105	23
CCOC(=O)c1oc2ccc(S(=O)(=O)n3nc(-c4ccc(Cl)cc4)cc3N)cc2c1C	.	-1	-2	-4	7	.	.	.	.
CCC(Sc1nc2cc3c(cc2c(=O)n1Cc1ccco1)OCO3)C(=O)NCCOC (configuration not stated)	88	15	-7	7	31*	97	7	109	-8
CCOc1ccc2[nH]c(=O)c(CN(CCc3ccccc3)C(=O)N3CCOCC3)cc2c1	.	22	-5	-2	5	.	7	.	-6
Cc1c(C(=O)NCCN2CCOCC2)oc2ccccc12	92	-21	-1	12	1	87	0	96	-2
O=[N+]([O-])c1ccc(Sc2cccc3cccnc23)cc1	97	-23	-3	8	5	96	-17	92	13
CCc1ccc(NC(=O)CCN2C(=O)c3cccnc3C2=O)cc1	.	10	-5	-1	2	.	15	.	-14
Cc1ccc(Cn2c(CN(C)Cc3ccccc3)nc3c2c(=O)n(C)c(=O)n3C)cc1	79	-4	-1	3	38*	101	-9	89	9
CC1=NN(C(=O)c2ccccc2Br)C(O)(c2cccnc2)C1 (configuration not stated)	.	2	-3	4	9	.	16	.	-14
O=C(Nc1ccc(N2CCOCC2)nc1)c1ccc(Cl)cc1	.	6	-6	1	18	.	4	.	-2
O=C(Cc1ccccc1)NCC(=O)OCC(=O)c1ccc(OC(=O)c2ccccc2)cc1	.	7	-6	-14	-1	.	13	.	-14
Oc1ccc(CN2CCN(Cc3ccccc3)CC2)c2cccnc12	2.0*	21	-7	-6	11	95	8	106	-7
O=C(c1cc2ccccc2o1)N1CCN(S(=O)(=O)c2cccs2)CC1	92	13	-3	-5	10	110	4	98	-4
CCOC(=O)C1=NNC2C(=O)N(CC)C(=O)C12 (configuration not stated)	109	-23	-1	-11	3	102	-4	107	2
N#Cc1cccc(-n2c(-c3ccccc3)nnc2-c2ccccc2)c1C#N	79	11	-3	-3	24	89	-2	81	1
Cc1ccc(C)c(OCCCN2CCCC2)c1	88	-1	-2	7	-7	88	5	84	-1

4 of the compounds above, with two lines to a compound.
Every second line gives: H69AR growth 86K, S1P2 blocker, S1P2 ag, LYP act, PostGolgi ctrl, Lung fibro prol, sEH inh, HUVEC inhibit, sEH act
N#Cc1cccc(-n2c(-c3ccccc3)nnc2-c2ccccc2)c1C#N
  79, 11, -3, -3, 24, 89, -2, 81, 1
CCOc1ccc2[nH]c(=O)c(CN(CCc3ccccc3)C(=O)N3CCOCC3)cc2c1
  ., 22, -5, -2, 5, ., 7, ., -6
O=C(Cc1ccccc1)NCC(=O)OCC(=O)c1ccc(OC(=O)c2ccccc2)cc1
  ., 7, -6, -14, -1, ., 13, ., -14
Cc1ccc(N(C(=O)c2ccc(Br)o2)C2C=CS(=O)(=O)C2)cc1 (configuration not stated)
  96, 9, -6, -1, 9, 101, -1, 108, 2
